LYP inhibition: PTPN22 lymphoid phosphatase activity blockers – biochemical, fluorescence intensity, uHTS (AID 1779) | actives 0.054% (n = 290,000) | recombinant LYP phosphatase, fluorescence intensity; higher % means a stronger effect | inhibition, % at 11.5 µM; hits with a dose series show IC50 in µM; in the data active = inhibition above about 50%;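 note: plate controls were vehicle with enzyme for no effect and no enzyme for full effect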
RSV CPE inhibition: RSV antiviral activity via CPE protection, HEp-2 cells, primary 10 µM value included (AID 2391); HEp-2 cells, RSV-induced CPE inhibition; higher % means a stronger effect; CPE inhibition, % at 10 µM, or IC50 in µM where a hit was titrated; actives 0.13% (n = 310,000); in the data active = a potency from the dose series; note: strong numbers were not always called active
AID2073: inhibitors of Mint1-CaV2.2 protein interaction, biochemical, HTRF (AID 2073). HTRF protein-protein interaction, Mint1-CaV2.2; higher % means a stronger effect. inhibition, % at 20 µM, or IC50 in µM where a hit was titrated. actives 0.19% (n = 290,000); in the data active = inhibition mostly above about 51%, no sharp cut-off; note: some results filed as inactive read as strong as hits
HIV peptide binding: inhibitors of HIV fusion peptide binding, primary screen, biochemical, uHTS, fluorescence dequenching (AID 1986); cell-free peptide binding, fluorescence dequenching, 30 min; higher % means a stronger effect; inhibition, % at 20 µM, or IC50 in µM where a hit was titrated; actives 0.3% (n = 290,000); in the data active = inhibition mostly above about 52%, no sharp cut-off; inactive = mostly below about 76%; note: some results filed as inactive read as strong as hits
Large T inhibition: TAg ATPase/helicase activity blockers – biochemical (AID 1903). SV40 large T antigen ATPase/helicase inhibition assay; higher % means a stronger effect. one-dose inhibition, % at 20 µM; IC50 in µM for titrated hits. actives 0.39% (n = 310,000); in the data active = a potency from the dose series; note: strong numbers were not always called active
SIAH1 antagonists: Siah-1 peptide-binding antagonists, primary screen, biochemical, fluorescence polarization, rhodamine-plectin, uHTS (AID 1817); Siah-1 / rhodamine-plectin peptide fluorescence polarization; higher % means a stronger effect; actives 0.02% (n = 290,000); one-dose displacement, % at 20 µM; IC50 in µM for titrated hits;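 active = displacement of at least 50% at 20 µM, with a fluorescence ratio check between 0.3 and a set limit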;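 note: plate controls were Siah plus tracer with DMSO for no effect and tracer alone without Siah for full effect; strong numbers were not always called active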
NS5 inhibitors: flavivirus cap methylation enzyme inhibition – biochemical, confirmation dose response, primary screen (AID 588689) | Dengue-2 NS5 methyltransferase capping enzyme assay, biochemical; higher % means a stronger effect | actives 0.3% (n = 340,000) | inhibition, % at 25 µM; hits with a dose series show IC50 in µM; in the data active = a potency from the dose series
MgcRacGAP inhibition: MgcRacGAP GTPase-activating activity inhibitors, confirmation, biochemical, ADP Hunter fluorescence; MgcRacGAP-stimulated Rac1 GTP hydrolysis, ADP Hunter fluorescence; higher % means a stronger effect; GST-tagged Rac1 F28L mutant substrate; one-dose inhibition, % at 30 µM; IC50 in µM for titrated hits; actives 0.6% (n = 340,000); AID 624330;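 active = first-screen hits whose inhibition reached a set limit at any dose in the follow-up dose series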;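 note: fluorescence reports GDP produced by GAP-driven GTP hydrolysis; strong numbers were not always called active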
XIAP displacement: small molecules displacing peptide from XIAP – biochemical, IAP family, fluorescence polarization (AID 1018) | XIAP BIR domain, fluorescence polarization peptide displacement; higher % means a stronger effect | displacement, % at 20 µM, or IC50 in µM where a hit was titrated | actives 0.007% (n = 200,000); in the data active = displacement above about 50%; note: a part of the inactive calls stands beside numbers as strong as those of hits
NS5 inhibitors pilot replicate: also measured in NS5 inhibitors; calls as there; inhibition, %; measured here: pilot screen replicate inhibition
Active calls of the source: *; . = not tested or not shown; & = joins results of further samples.

SMILES	LYP inhibition	RSV CPE inhibition	AID2073	HIV peptide binding	Large T inhibition	SIAH1 antagonists	NS5 inhibitors	MgcRacGAP inhibition	XIAP displacement	others
NC1=NC(=O)/C(=C/c2ccc(Cl)cc2Cl)S1	2%	2.7%	18%	-1.7%	7%	4%	-5%	8%	.
CCN(CC)c1ccc(-c2nn3c(-c4n[nH]c5c4CCC5)nnc3s2)cc1	-6%	4.9%	14%	-0.7%	20%	2%	8%	0%	4.0%
COc1ccc(NC(=S)N(Cc2ccc(N(C)C)cc2)Cc2ccco2)cc1	-4%	1.1%	-16%	-2.4%	-1%	-6%	-5%	2%	-5.4%
CCn1ncc(-c2csc(N)n2)c1C	1%	-0.6%	12%	0.6%	17%	22%	-11%	19%	-3.8%
COCc1cc(=O)n2[nH]c(-c3ccsc3-n3c(C)ccc3C)cc2n1	-2%	3.4%	40%	8.1%	67%	24%	-6%	21%	-4.5%
Cc1ccccc1Nc1nc(-c2sc(NC(=O)c3cccc(Cl)c3)nc2C)cs1	-1%	2.8%	0%	14%	17%	0%	.	.	-4.7%
COc1ccc(CCNC(=O)CSc2cn(Cc3cccc(C)c3)c3ccccc23)cc1OC	5%	2.1%	-2%	-2.9%	8%	-1%	-1%	8%	-6.3%
CC(C)CC(NC(=O)CCl)c1ccccc1 (configuration not stated)	-7%	0.2%	-5%	18%	9%	9%	1%	6%	-8.8%
C=C(C)c1cccc(C(C)(C)NC(=O)N2CCCC(C)C2)c1 (configuration not stated)	-1%	1.0%	13%	-0.2%	8%	4%	-5%	-4%	-4.3%
O=C(O)CCCNc1ccc(S(=O)(=O)N2CCCCC2)cc1	-10%	0.4%	4%	-0.2%	3%	2%	-8%	0%	-4.0%
O=C(COc1ccc(F)cc1)NCCCn1ccnc1	-1%	.	10%	-0.7%	.	0%	-7%	4%	.
CC1CCc2c(sc3ncnc(SC(C)C(=O)NCC4CCCO4)c23)C1 (configuration not stated)	.	3.7%	.	.	6%	.	-4%	3%	.
CN(c1cccc(Cl)c1)S(=O)(=O)c1cccc(C(=O)NC2=NCCS2)c1	1%	3.2%	13%	-0.3%	-3%	0%	3%	8%	1.4%
COc1ccc(NC(=S)N2CCN(C(=O)c3ccco3)CC2)cc1OC	-7%	1.5%	-3%	-0.6%	7%	2%	-4%	4%	.
Cc1ccc(/C=C/C(=O)OCC(=O)N(CC(C)C)c2c(N)n(Cc3ccccc3)c(=O)[nH]c2=O)o1	.	-0.6%	.	.	8%	.	-7%	-2%	.
COc1ccc(OCC(=O)NC(CC(=O)O)c2ccc(OC)c(OC)c2)cc1 (configuration not stated)	-9%	-0.8%	1%	0.9%	5%	-3%	.	.	-2.3%
CCOc1cnn(-c2cc(Oc3ccc(C)cc3)ncn2)c(=O)c1Cl	-8%	0.7%	-3%	-1.0%	2%	1%	1%	0%	-1.7%
CS(=O)(=O)c1ccc(Cl)c(NC(=O)CSC(=S)N2CCCC2)c1	-5%	2.3%	-24%	1.4%	17%	5%	-6%	6%	.
CONC(=O)Nc1ccccc1[N+](=O)[O-]	-4%	2.2%	7%	-0.1%	10%	-7%	0%	1%	-10%
Cc1sc(NC(=O)c2ccc(F)cc2)c(CN2CCCCCC2)c1C	-3%	10%	-11%	3.9%	21%	-5%	-12%	14%	-6.6%
Cc1ccc(CNC(=O)C2CC2c2ccccc2)cc1 (configuration not stated)	-7%	1.9%	-7%	-1.6%	4%	1%	-1%	6%	-4.9%
CC(=O)C1=C(O)C(=O)N(c2ccc(C(=O)O)cc2)C1c1ccc([N+](=O)[O-])cc1 (configuration not stated)	-7%	-0.7%	4%	0.7%	0%	-4%	9%	10%	.
Cc1onc(-c2ccccc2Cl)c1C(=O)Nc1nnc(Cc2ccc(Cl)cc2)s1	1%	11%	8%	5.7%	5%	2%	5%	8%	-4.3%
Cc1ccc(S(=O)(=O)N2CCC3(CC2)OCCN3S(=O)(=O)c2c(C)cc(C)cc2C)cc1	.	2.0%	.	.	24%	.	-4%	2%	.
Cc1ccc(-n2c(Cc3cccn3C)nnc2SCC(=O)N2CCc3ccccc32)cc1	6%	18%	-2%	-1.2%	10%	1%	-6%	19%	-0.9%

14 structures already listed, arranged by count of non-hydrogen atoms, smallest number first:
SMILES	LYP inhibition	RSV CPE inhibition	AID2073	HIV peptide binding	Large T inhibition	SIAH1 antagonists	NS5 inhibitors	MgcRacGAP inhibition	XIAP displacement	others
CCn1ncc(-c2csc(N)n2)c1C	1%	-0.6%	12%	0.6%	17%	22%	-11%	19%	-3.8%
CONC(=O)Nc1ccccc1[N+](=O)[O-]	-4%	2.2%	7%	-0.1%	10%	-7%	0%	1%	-10%
NC1=NC(=O)/C(=C/c2ccc(Cl)cc2Cl)S1	2%	2.7%	18%	-1.7%	7%	4%	-5%	8%	.
Cc1ccc(CNC(=O)C2CC2c2ccccc2)cc1 (configuration not stated)	-7%	1.9%	-7%	-1.6%	4%	1%	-1%	6%	-4.9%
O=C(O)CCCNc1ccc(S(=O)(=O)N2CCCCC2)cc1	-10%	0.4%	4%	-0.2%	3%	2%	-8%	0%	-4.0%
CS(=O)(=O)c1ccc(Cl)c(NC(=O)CSC(=S)N2CCCC2)c1	-5%	2.3%	-24%	1.4%	17%	5%	-6%	6%	.
CCOc1cnn(-c2cc(Oc3ccc(C)cc3)ncn2)c(=O)c1Cl	-8%	0.7%	-3%	-1.0%	2%	1%	1%	0%	-1.7%
CN(c1cccc(Cl)c1)S(=O)(=O)c1cccc(C(=O)NC2=NCCS2)c1	1%	3.2%	13%	-0.3%	-3%	0%	3%	8%	1.4%
CCN(CC)c1ccc(-c2nn3c(-c4n[nH]c5c4CCC5)nnc3s2)cc1	-6%	4.9%	14%	-0.7%	20%	2%	8%	0%	4.0%
CC(=O)C1=C(O)C(=O)N(c2ccc(C(=O)O)cc2)C1c1ccc([N+](=O)[O-])cc1 (configuration not stated)	-7%	-0.7%	4%	0.7%	0%	-4%	9%	10%	.
Cc1ccccc1Nc1nc(-c2sc(NC(=O)c3cccc(Cl)c3)nc2C)cs1	-1%	2.8%	0%	14%	17%	0%	.	.	-4.7%
Cc1ccc(S(=O)(=O)N2CCC3(CC2)OCCN3S(=O)(=O)c2c(C)cc(C)cc2C)cc1	.	2.0%	.	.	24%	.	-4%	2%	.
COc1ccc(CCNC(=O)CSc2cn(Cc3cccc(C)c3)c3ccccc23)cc1OC	5%	2.1%	-2%	-2.9%	8%	-1%	-1%	8%	-6.3%
Cc1ccc(/C=C/C(=O)OCC(=O)N(CC(C)C)c2c(N)n(Cc3ccccc3)c(=O)[nH]c2=O)o1	.	-0.6%	.	.	8%	.	-7%	-2%	.

(further entries)
SMILES	LYP inhibition	RSV CPE inhibition	AID2073	HIV peptide binding	Large T inhibition	SIAH1 antagonists	NS5 inhibitors	MgcRacGAP inhibition	XIAP displacement	others
CCCc1cc(C(=O)Nc2ccc(C#N)cc2)no1	-1%	0.7%	2%	0.5%	8%	2%	-9%	4%	.
O=C(Nc1nc2ccccc2s1)c1c(F)cccc1Cl	-4%	3.6%	-6%	1.9%	5%	1%	4%	15%	.
COc1ccc(S(=O)(=O)N(CC(=O)N2CCN(C)CC2)c2ccc(C)cc2)cc1OC	-6%	1.0%	-2%	0.2%	7%	-2%	-1%	1%	-4.8%
CCc1ccc2c(c1)c1nc(C)sc1n2CC	10%	16%	18%	-1.5%	-1%	3%	-22%	15%	-3.1%
CC1(c2ccccc2Cl)NC(=O)N(CC(=O)Nc2cccnc2Cl)C1=O (configuration not stated)	.	-1.5%	.	.	12%	.	-9%	8%	.
CCCNC(=S)Nc1ccc(Cl)cc1Cl	-10%	6.8%	-14%	2.6%	18%	6%	-4%	2%	-4.0%
OC[C@@H](O)[C@@H](O[C@H]1O[C@H](CO)[C@@H](O)[C@H](O)[C@H]1O)[C@H](O)[C@@H](O)CO	-6%	0.2%	34%	0.5%	2%&0%	4%	4%	4%	-1.1%
O=C(CN1C(=O)NC2(CCCCC2)C1=O)NCc1cccs1	1%	2.5%	-2%	2.0%	-12%	4%	-1%	-1%	-7.7%
CCOc1cc(-c2ccccc2)nc(N)n1	-1%	1.4%	7%	-2.2%	-4%	-1%	-5%	0%	-3.8%
Cc1cc(C)cc(-n2ncc3c2CCCC3NC(=O)C2(C(N)=O)CC2)c1 (configuration not stated)	-10%	3.7%	0%	0.9%	6%	-2%	5%	7%	.
C#CCSc1nncn1C(=O)/C=C/c1ccccc1	0%	-0.7%	-21%	2.3%	-3%	6%	.	.	2.3%
CCOc1ccc(C(=O)Oc2cc(C)[nH]c(=O)c2[N+](=O)[O-])cc1OCC	-2%	2.9%	6%	0.1%	2%	-1%	-9%	1%	.
CCCCNC(=O)N1CCOCCOCCN(C(=O)NCCCC)CCOCC1	-12%	0.2%	6%	0.3%	6%	2%	-2%	11%	-2.1%
CCOC(=O)N1CCN(S(=O)(=O)c2ccc(C)c(C)c2C)CC1	0%	2.8%	14%	-1.4%	-4%	1%	.	6%	-3.4%
Nc1cc(=O)[nH]c(SCc2nc3ccccc3n2Cc2ccccc2)n1	-12%	5.1%	3%	-2.5%	14%	-2%	-3%	8%	4.7%
Cc1ccccc1-n1nc2c(c1NC(=O)c1ccco1)CS(=O)(=O)C2	-11%	0.0%	-1%	-1.1%	-1%	16%	-5%	7%	.
C[N+](C)(C)CCOC(=O)CCC(=O)OCC[N+](C)(C)C	.	1.4%	.	.	16%	.	-3%	5%	.
CC(=O)Nc1nc2ccc(S(=O)(=O)N3CCCCC3)cc2s1	-5%	4.0%	0%	-0.4%	11%	4%	-6%	7%	.
CCOc1cccc(C2/C(=C(/O)c3ccc4c(c3)CC(C)O4)C(=O)C(=O)N2Cc2cccnc2)c1 (configuration not stated)	3%	1.7%	22%	-1.9%	18%	5%	-5%	9%	.
CN(C)c1ccc(NC(=O)CCCc2ccccc2)cc1	-1%	2.0%	-18%	-2.1%	18%	4%	41%	29%	-6.5%
COC(=O)[C@@H]1CCCN1Cc1c(C(=O)N2CCOCC2)nc2c(C)cccn12	-4%	0.4%	3%	1.2%	-3%	-3%	-6%	12%	-5.8%
CCSc1nnc(Nc2ccccc2)s1	-11%	4.5%	9%	1.2%	10%	-3%	-3%	9%	1.0%
COCCNC(=O)c1csc2c1CCCC2	0%	-0.7%	-6%	-1.2%	-2%	-5%	0%	6%	-17%
C=CCn1c(=O)c2ccc(C(=O)NCc3ccccc3)cc2n(Cc2ccc(C)cc2)c1=O	-8%	1.1%	-7%	0.7%	-3%	0%	-3%	9%	-9.6%
COc1ccc2c(C)cc(SCc3c(C)noc3C)nc2c1	0%	0.7%	7%	-0.7%	1%	1%	-7%	5%	-1.0%
Cc1ccc(S(=O)(=O)N2CCSC2C(=O)O)cc1 (configuration not stated)	-3%	-0.6%	-10%	-1.4%	4%	16%	-4%	5%	1.2%	NS5 inhibitors pilot replicate=3.0
CCOC(=O)CSc1n[nH]c(-c2cccnc2)n1	-4%	1.0%	9%	-2.5%	6%	1%	2%	1%	2.8%
O=C(NCCCN1CCN(c2ccccc2F)CC1)C1CCCN(S(=O)(=O)c2cnc[nH]2)C1 (configuration not stated)	-7%	-1.7%	38%	-1.3%	0%	-4%	2%	5%	-1.0%
Cc1cc(C)nc(N2N=C(C(C)(C)C)CC2=O)n1	-8%	1.4%	22%	-0.1%	17%	-2%	1%	2%	-2.7%
